MT stabilizer = microtubule stabilizers in HeLa cells | HeLa tubulin immunostaining HCS, 24 h; share of cells brighter than vehicle mean+2SD | % tubulin-high responders, % at 10 µM | 200,000 compounds, 0.83% hits | AID 2205;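 active = plate Z-score above 3 for both tubulin-high and condensed-nucleus cell shares, with cell loss under 80%, at 10 µM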;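 also: anti alpha tubulin signal scored within the nucleus-defined area of each cell; some results filed as inactive read as strong as hits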
Autophagy mod = modulators of autophagy; MEF GFP-LC3 puncta imaging; test concentration mostly 10 µM; calls only at 10 µM (by protocol); 190,000 compounds, 0.98% hits; AID 463193;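 active = percentage of spot-positive cells more than 3 SD above its plate mean, without a fluorescence outlier flag or 80% toxicity; inconclusive = no clear call, values can overlap the other calls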;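 also: spot-positive cell cutoff set from DMSO-treated cells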
Ins promoter up = MIN6 insulin promoter up-regulation; AID 1625; 190,000 compounds, 0.3% hits; z-score at 5 µM; MIN6 insulin promoter-GFP reporter, high-content imaging; stronger effect = higher value;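 active = z-score above 3 at 5 µM with at least 500 cells counted in the well; inconclusive = wells under 500 cells, flagged as cytotoxic or low count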
Yfh1-off respiration = mitochondrial function rescue without frataxin homolog – Friedreich's ataxia, plus single-dose screen, dose response (AID 1465); S. cerevisiae Yfh1-off respiration, WST-1 reduction, 72 h; higher fold induction means a stronger effect; fold induction at 50 µM; hits with a dose series show EC50 in µM; 220,000 compounds, 0.074% hits;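 active = fold induction of absorbance versus untreated yeast above a set limit, then at least 30% activation at any dose in follow-up; inconclusive = repeats straddling the limit, or above it without dose testing; inactive = fold induction below the set limit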;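 also: activators that raise dye reduction in frataxin-depleted yeast; strong numbers were not always called active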
WT yeast gro inh = growth inhibition of WT yeast, mitochondrial fusion screen | AID 1362 | 190,000 compounds, 2.1% hits | mitochondrial fusion phenotypic screen, WT strain | inhibition, % at 10 µM; in the data active = inhibition above about 58%; tested in S. cerevisiae
bCat nuc transl = beta-catenin nuclear translocation modulation | nuclear translocation activity, % at 5 µM | 190,000 compounds, 0.3% hits | AID 1665 | HeLa beta-catenin nuclear translocation, immunofluorescence imaging;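 active = nuclear translocation activity above 50% at 5 µM, with a well cell count of 50 or more; inconclusive = wells under 50 cells across six images, flagged as toxic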;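 also: per-cell ratio of nuclear to cytoplasmic median beta-catenin stain intensity; plate controls were DMSO negative control for no effect and GSK-3 inhibitor IX positive control for full effect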
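System: HeLa cells, endogenous beta-catenin; compound dosing: 5 µM primary single dose, 0.1% DMSO, 0.02–20 µM confirmation series; incubation: 24 h compound exposure at 37°C, 5% CO2; signal: beta-catenin immunofluorescence imaging with DAPI; evaluation: % activation, nuclear-to-cytoplasmic median beta-catenin signal ratio per cell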
HIV peptide binding = cell-free HIV fusion peptide-binding blockers – biochemical, uHTS, fluorescence dequenching, primary screen (AID 1986) | one-dose inhibition, % at 20 µM; IC50 in µM for titrated hits | cell-free peptide binding, fluorescence dequenching, 30 min; higher % means a stronger effect | 290,000 compounds, 0.3% hits; in the data active = inhibition mostly above about 52%, no sharp cut-off; inactive = mostly below about 76%; also: some results filed as inactive read as strong as hits
Dynein transport = dynein cargo transport inhibition; AID 1381; 3617.4 mouse cells, GR-EGFP nuclear translocation imaging; test concentration mostly 20 µM; stimulated with dexamethasone, 1 µM; stronger effect = lower value; 220,000 compounds, 0.47% hits; z-score, hits read low;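 active = plate z-score of nuclear minus cytoplasmic receptor signal below a set negative limit, without overly bright fluorescence or cell loss, cut at about -3.5 in these data, passing the limit was not always enough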;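 also: z-score of nuclear minus cytoplasmic ring GR-EGFP intensity difference per well; some compounds called inactive have numbers as strong as hits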
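Also added – dexamethasone, 1.0 µM final · Buffer or medium – tet-free, stripped-serum medium · Schedule – induction 48 h, compound 1 h, agonist 30 min · Detection – formaldehyde fixation, Hoechst nuclear stain, 10x automated fluorescence imaging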
AID2073 = inhibitors of Mint1-CaV2.2 protein interaction, biochemical, HTRF (AID 2073). HTRF protein-protein interaction, Mint1-CaV2.2; higher % means a stronger effect. one-dose inhibition, % at 20 µM; IC50 in µM for titrated hits. 290,000 compounds, 0.19% hits; in the data active = inhibition mostly above about 51%, no sharp cut-off; inconclusive = no clear call, values can overlap the other calls; inactive = mostly below about 53%; also: some results filed as inactive read as strong as hits
WT yeast gro inh mutant strain = also measured in WT yeast gro inh; calls as there; inhibition, %; mitochondrial fusion phenotypic screen, mutant strain inhibition
Dynein transport cytoplasmic EGFP = further read-out of Dynein transport, marked with its call; z-score; measured here: cytoplasmic GR-EGFP intensity; stronger effect = higher value
Dynein transport nuclear GR-EGFP = also measured in Dynein transport; calls as there; z-score; measured here: nuclear GR-EGFP intensity;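 lower value marks the stronger effect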
Dynein transport cell count = also measured in Dynein transport; calls as there; z-score; measured here: cell count per field
Ins promoter up cell count = further read-out of Ins promoter up, marked with its call; cell count; measured here: cytotoxicity, nuclei count;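 total cells summed across four imaged fields per well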
bCat nuc transl cell count 5 µM = also measured in bCat nuc transl; calls as there; cell count; measured here: cell count, cytotoxicity flag
MT stabilizer Hoechst-high % = also measured in MT stabilizer; calls as there; % Hoechst-high responders; measured here: nuclear condensation Hoechst responders;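 share of cells brighter than vehicle mean plus two SD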
MT stabilizer cytotoxicity % = recorded beside MT stabilizer, whose call it bears; toxicity, %; measured here: cytotoxicity by cell density;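 0% = mean cell density of plate MIN control wells and 100% = no cells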
Autophagy mod cell loss 18 h = further read-out of Autophagy mod, marked with its call; toxicity, %; measured here: cell loss, nuclei count;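 cell loss after 18 h compound exposure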
* = called active by the depositor; i = inactive; ? = inconclusive; . = not tested or not shown.

Sample of the layout (2 entries):
SMILES	MT stabilizer	MT stabilizer Hoechst-high %	MT stabilizer cytotoxicity %	Autophagy mod	Autophagy mod cell loss 18 h	Ins promoter up	Ins promoter up cell count	Yfh1-off respiration	WT yeast gro inh	WT yeast gro inh mutant strain	bCat nuc transl	bCat nuc transl cell count 5 µM	HIV peptide binding	Dynein transport	Dynein transport cytoplasmic EGFP	Dynein transport nuclear GR-EGFP	Dynein transport cell count	AID2073
CCCONC(=O)Nc1ccccc1[N+](=O)[O-]	3.4	3.3	4.2	i	-2	-0.06	1306	.	2	4	2.4	1017	1.1%	0.69	-0.17	0.15	-0.57	4%
CCCSC1=N/C(=C/c2ccsc2)C(=O)N1c1ccccc1	1.9	2.7	10	i	3	0	1338	i	25	-13	-1.5	989	-1.7%	1	-0.3	0.15	-0.36	-5%

The list itself, repeating the preview:
SMILES	MT stabilizer	MT stabilizer Hoechst-high %	MT stabilizer cytotoxicity %	Autophagy mod	Autophagy mod cell loss 18 h	Ins promoter up	Ins promoter up cell count	Yfh1-off respiration	WT yeast gro inh	WT yeast gro inh mutant strain	bCat nuc transl	bCat nuc transl cell count 5 µM	HIV peptide binding	Dynein transport	Dynein transport cytoplasmic EGFP	Dynein transport nuclear GR-EGFP	Dynein transport cell count	AID2073
CCCONC(=O)Nc1ccccc1[N+](=O)[O-]	3.4	3.3	4.2	i	-2	-0.06	1306	.	2	4	2.4	1017	1.1%	0.69	-0.17	0.15	-0.57	4%
CCCSC1=N/C(=C/c2ccsc2)C(=O)N1c1ccccc1	1.9	2.7	10	i	3	0	1338	i	25	-13	-1.5	989	-1.7%	1	-0.3	0.15	-0.36	-5%
CCC(Oc1ccccc1)C(=O)NCCOC (stereo not drawn)	3.5	4.4	8.3	i	-5	0.67	1369	i	-4	-16	-1.3	521	0.8%	0.94	0.13	0.044	-0.73	-5%
O=C(O)C1=C[C@@H](C2CCCCC2)C[C@@H](OCCCCO)O1	2.1	2.4	13	i	9	0.51	1530	i	4	1	0.0	1061	6.6%	-0.54	0.068	0.077	-0.26	10%
CCCCOc1ccccc1C1NC(=O)NC(C)=C1C(=O)OCc1ccco1 (stereo not drawn)	4.1	1.8	6.0	i	31	-0.27	1791	i	-7	-15	1.9	965	1.6%	-0.78	-0.18	-0.16	0.33	14%
O=C(Cn1cncn1)c1ccc(F)cc1F	2.4	4.1	9.8	i	4	1.1	1384	i	-11	-3	0.9	911	-1.2%	-0.89	0.052	-0.57	1.1	-2%
Cc1nn(CCc2nc(-c3ccco3)cs2)c2[nH]c(=O)cc(C(F)(F)F)c12	3.4	2.6	15	i	-5	0.57	884	i	22	21	-0.5	1171	-0.4%	-0.36	-0.14	0.079	-0.37	29%
CCc1ccc(C(=O)COC(=O)[C@@H](NC(N)=O)[C@@H](C)CC)cc1	1.8	0.9	3.3	i	-23	0.23	1531	i	7	2	-5.6	1127	-1.2%	1.3	-0.011	0.88	-1.9	0%
CCNC(=O)NC(=O)C(C)OC(=O)c1cc(S(=O)(=O)N2CCCCCC2)ccc1OC (stereo not drawn)	1.3	1.5	13	i	-6	1.6	911	i	-4	9	-2.4	1164	1.6%	-0.67	0.075	-0.032	0.61	11%
N#Cc1ccsc1NC(=O)CSc1ncnc2ccccc12	6.4	3.7	8.2	i	0	-0.84	1327	i	3	-14	0.1	1068	6.5%	-0.38	0.23	0.078	0.37	22%
CC(C)CN1CCN(Cc2ccc3ncccc3c2)CC1CCO (stereo not drawn)	2.9	1.3	4.4	i	31	-0.54	1395	i	7	11	-2.6	1005	0.0%	1.9	-0.23	1.4	-1.2	13%
COCCNC(=O)c1c(N)sc2c1CCCC2	1.2	1.6	5.0	i	5	1.5	1209	i	2	-4	-4.8	1183	5.3%	-1.6	0.067	-0.64	0.92	-4%
Cc1nc2ccc(-c3nc4ccccc4o3)cc2[nH]1	2.2	1.5	3.9	i	3	0.08	1447	i	3	0	-1.5	1425	-1.7%	1.8	-0.044	1.3	-1.2	-9%
Cc1ccc2[nH]c(=O)c(CN(CCc3ccccc3)C(c3nnnn3Cc3ccco3)C(C)C)cc2c1 (stereo not drawn)	.	.	.	.	.	.	.	i	.	.	0.7	1298	145%	2.6	0.046	2.8	-2.9	?
Cc1cc([N+](=O)[O-])nn1CC(=O)Nc1sc2c(c1C(N)=O)CCCC2	3.6	1.8	4.4	i	9	0.12	1598	i	-11	2	-5.3	1092	-1.4%	-0.63	-0.31	-0.52	0.49	48%
CC(C)(C)C(=O)NC(=S)Nc1ccccc1N1CCCC1	1.9	2.0	17	i	-9	2	1401	i	21	12	0.7	1477	-1.4%	0.51	-0.13	-0.086	-0.82	-12%
O=C(CSc1nc(NS(=O)(=O)c2ccccc2)cc(=O)[nH]1)Nc1ccc(Cl)cc1	2.4	1.6	8.8	i	-4	0.3	1399	i	4	-3	1.2	1040	0.6%	2.3	-0.27	1.2	-0.75	8%
Clc1ccc(OCc2nc(-c3ccncc3)no2)c(Cl)c1	2.6	1.2	67	i	7	.	.	i	35	42	.	.	-2.2%	-0.48	-0.25	0.21	-0.46	-2%
CC(C)Cc1nc2sc3c(SCC(N)=O)ncnc3c2c2c1CCC2	.	.	.	.	.	.	.	i	.	.	-1.9	1096	-3.2%	0.05	-0.22	-0.16	0.46	29%
Cc1ccc2cc3c(N)[nH]nc3nc2c1	9.2	2.6	8.9	i	10	0.49	1380	i	5	2	2.8	678	-2.6%	3.5	-0.29	0.98	-0.9	3%
CCc1ccc(N2CN(Cc3cccnc3)CNC2=S)cc1	.	.	.	.	.	-0.17	1416	i	.	.	-0.8	1348	0.8%	-0.28	-0.24	-0.037	0.33	-17%
O=C(CN1CCN(S(=O)(=O)c2ccccc2)CC1)Nc1ccc2c(c1)CCC2	3.3	4.0	14	i	9	0.68	1090	i	-10	-10	-0.3	500	-2.3%	0.6	-0.31	-0.022	-0.13	9%
Cc1ccc(C)c(NC(=O)CSc2nc(N)c(NC(=O)c3cccs3)c(=O)[nH]2)c1	4.1	2.3	8.0	i	3	-0.37	1290	i	-4	-2	0.8	502	-1.2%	-0.93	0.31	0.13	1.1	-4%
O=C1C(Cl)=C(NCCCN2CCOCC2)C(=O)N1CCc1ccccc1	2.7	2.3	26	i	1	0.23	1331	.	-3	2	.	.	-2.0%	1.4	-0.21	0.98	-1.5	7%
O=S(=O)(c1ccc(F)cc1)N1CCN(c2nc(-c3ccc(F)cc3)cs2)CC1	2.8	1.9	9.9	i	-6	0.85	1415	i	20	-29	-3.0	1303	-0.2%	0.0049	-0.2	-0.8	0.61	-11%
CCS(=O)(=O)N1CCN(c2ncnc3sc(C)c(C)c23)CC1	2.1	1.1	4.2	i	8	-0.4	1492	i	3	-3	-0.1	1505	-1.3%	0.55	-0.21	-0.25	-0.38	11%
O=[N+]([O-])CC(=Nc1ccc(Cl)cc1)N/N=C\c1oc(O)c2ccccc12	1.5	1.0	6.3	i	-9	.	.	.	3	22	-2.4	1026	0.3%	-0.88	-0.12	-0.16	0.4	13%
CC(CC(=O)O)CC1=NS(=O)(=O)c2ccccc2N1 (stereo not drawn)	3.9	2.4	2.6	i	-2	0.31	1364	i	5	-2	-0.3	1166	-1.8%	-0.13	-0.3	0.52	0.33	1%
Cc1cc(C)c2c(c1)-c1cc(C)nn1C(c1ccc3c(c1)OCO3)N2 (stereo not drawn)	1.9	2.3	13	i	2	0.27	1045	i	40	45	-1.8	1221	2.1%	-0.66	-0.22	-0.26	0.33	-9%
C[C@@H]1C[C@@H]2O[C@H]2/C=C\C=C\C(=O)Cc2c(Cl)c(O)cc(O)c2C(=O)O1	4.2	2.9	21	i	8	-1.6	845	i	-23	-28	3.5	825	7.1%	-3.8*	1.8*	-1.9*	0.51*	18%
Cc1[nH]c2ccccc2c1/C=N/NC(=O)c1cccc(F)c1	1.4	1.8	2.8	i	14	-0.06	1360	i	-14	-11	-0.6	1003	-0.6%	0.55	-0.28	0.61	0.3	2%
O=C(Nc1cccc(Cl)c1)N1CCN(Cc2ccccc2)CC1	1.2	3.3	7.2	.	.	-0.92	1938	i	-13	-6	-1.7	1096	1.2%	1.1	-0.029	1.1	-1.1	13%
O=C(CN(C(=O)Cn1nnc(-c2ccccc2F)n1)c1cnc2ccccc2c1)NCC1CCCO1 (stereo not drawn)	1.0	2.5	8.8	i	-24	0.93	1227	i	4	3	1.4	1133	-2.5%	0.11	-0.27	0.067	-0.0049	17%
O=C(O)CCc1ccc(-c2ccccc2)n1CC1CCCO1 (stereo not drawn)	3.2	2.6	2.2	i	-7	.	.	i	5	-6	0.3	1079	6.7%	-0.16	-0.047	0.29	0.5	11%
COc1ccc(C(=O)NC(=S)NNC(=O)[C@H]2C[C@@H]2c2ccccc2)cc1OC	.	.	.	.	.	-0.35	1372	i	.	.	-0.3	1151	2.9%	-0.057	-0.3	-0.055	0.19	16%
COc1ccc(/C=C(\NC(=O)c2ccc([N+](=O)[O-])cc2)C(=O)N2CCOCC2)cc1	1.9	2.4	3.1	i	1	0.12	1343	i	-12	-8	-1.1	1028	-0.7%	-0.027	-0.17	0.027	-0.76	-9%
CCn1ncc(/C=N/NS(=O)(=O)c2ccc(Cl)cc2)c1C	2.4	1.6	8.2	i	-19	0.67	1088	i	10	12	2.7	1087	-0.6%	1.6	0.37	1.1	-1.1	-2%
COCCSc1nnc(-c2cccc(C#N)c2)n1C	1.4	3.0	19	i	17	-0.42	939	i	-6	-2	1.9	1097	-2.1%	0.67	-0.17	0.52	-0.036	12%
O=C(COc1ncnc2scc(-c3ccc(Cl)cc3)c12)NCc1ccco1	4.4	1.9	6.4	i	1	0.23	1207	i	8	4	-4.6	929	-1.6%	-0.29	-0.22	-0.29	1.3	2%

Compound activity as filed in PubChem.
